AID2073: inhibitors of Mint1-CaV2.2 protein interaction, biochemical, HTRF (AID 2073); 290,000 tested, 0.19% active; inhibition, % at 20 µM; hits with a dose series show IC50 in µM; HTRF protein-protein interaction, Mint1-CaV2.2; higher % means a stronger effect; in the data active = inhibition mostly above about 51%, no sharp cut-off; inconclusive = no clear call, values can overlap the other calls; inactive = mostly below about 53%; also: some results filed as inactive read as strong as hits
XIAP displacement: small molecules displacing peptide from XIAP – biochemical, IAP family, fluorescence polarization (AID 1018) | XIAP BIR domain, fluorescence polarization peptide displacement; higher % means a stronger effect | displacement, % at 20 µM, or IC50 in µM where a hit was titrated | 200,000 tested, 0.007% active; in the data active = displacement above about 50%; also: a part of the inactive calls stands beside numbers as strong as those of hits
SIAH1 antagonists: blockers of Siah-1 interaction with plectin peptide – biochemical, fluorescence polarization, rhodamine-plectin, uHTS, primary screen (AID 1817); Siah-1 / rhodamine-plectin peptide fluorescence polarization; higher % means a stronger effect; displacement, % at 20 µM, or IC50 in µM where a hit was titrated; 290,000 tested, 0.02% active;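 active = displacement of at least 50% at 20 µM, with a fluorescence ratio check between 0.3 and a set limit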;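 also: plate controls were Siah plus tracer with DMSO for no effect and tracer alone without Siah for full effect; strong numbers were not always called active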
HIV peptide binding: inhibitors of HIV fusion peptide binding, primary screen, biochemical, uHTS, fluorescence dequenching (AID 1986); cell-free peptide binding, fluorescence dequenching, 30 min; higher % means a stronger effect; inhibition, % at 20 µM, or IC50 in µM where a hit was titrated; 290,000 tested, 0.3% active; in the data active = inhibition mostly above about 52%, no sharp cut-off; inactive = mostly below about 76%; also: some results filed as inactive read as strong as hits
LYP phosphatase: PTPN22 lymphoid phosphatase activity blockers – biochemical, fluorescence intensity, uHTS (AID 1779); one-dose inhibition, % at 11.5 µM; IC50 in µM for titrated hits; 290,000 tested, 0.054% active; recombinant LYP phosphatase, fluorescence intensity; higher % means a stronger effect; in the data active = inhibition above about 50%;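 also: plate controls were vehicle with enzyme for no effect and no enzyme for full effect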
RSV antiviral HEp-2: RSV antiviral activity via CPE protection, HEp-2 cells, primary 10 µM value included (AID 2391); HEp-2 cells, RSV-induced CPE inhibition; higher % means a stronger effect; one-dose CPE inhibition, % at 10 µM; IC50 in µM for titrated hits; 310,000 tested, 0.13% active; in the data active = a potency from the dose series; inconclusive = CPE inhibition mostly from about 23% at the one dose, without a potency; inactive = the rest, 99 in 100 with CPE inhibition below about 21%; also: strong numbers were not always called active
Rac1 GTP hydrolysis: MgcRacGAP GTPase-activating activity inhibitors, confirmation, biochemical, ADP Hunter fluorescence; MgcRacGAP-stimulated Rac1 GTP hydrolysis, ADP Hunter fluorescence; higher % means a stronger effect; GST-tagged Rac1 F28L mutant substrate; inhibition, % at 30 µM, or IC50 in µM where a hit was titrated; 340,000 tested, 0.6% active;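 active = first-screen hits whose inhibition reached a set limit at any dose in the follow-up dose series; inconclusive = inhibition above the set first-screen limit but never retested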;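 also: fluorescence reports GDP produced by GAP-driven GTP hydrolysis; strong numbers were not always called active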
NS5 inhibitors: flavivirus cap methylation enzyme inhibition – biochemical, confirmation dose response, primary screen (AID 588689) | Dengue-2 NS5 methyltransferase capping enzyme assay, biochemical; higher % means a stronger effect | inhibition, % at 25 µM; hits with a dose series show IC50 in µM | 340,000 tested, 0.3% active; in the data active = a potency from the dose series; inconclusive = inhibition above about 29% without an active follow-up result
Large T inhibition: TAg ATPase/helicase activity blockers – biochemical (AID 1903); SV40 large T antigen ATPase/helicase inhibition assay; higher % means a stronger effect; inhibition, % at 20 µM, or IC50 in µM where a hit was titrated; 310,000 tested, 0.39% active; in the data active = a potency from the dose series; inconclusive = inhibition mostly from about 32% at the one dose, without a potency; inactive = the rest, 99 in 100 with inhibition below about 32%; also: strong numbers were not always called active
NS5 inhibitors pilot replicate: recorded beside NS5 inhibitors, whose call it bears; inhibition, %; measured here: pilot screen replicate inhibition
An asterisk follows results filed as active; ? = inconclusive; / = no result given; & = joins results of further samples.

SMILES | AID2073 | XIAP displacement | SIAH1 antagonists | HIV peptide binding | LYP phosphatase | RSV antiviral HEp-2 | Rac1 GTP hydrolysis | NS5 inhibitors | Large T inhibition | others
COc1cc(NC(=O)CN(C)C2CCCCC2)c(C)cc1[N+](=O)[O-] | 1% | -5.9% | 5% | -2.2% | -9% | -0.5% | 2% | -2% | 2%
CCn1c(SCC(=O)c2c(N)n(C)c(=O)n(C)c2=O)nnc1-c1ccccc1 | 9% | 13% | 4% | 2.3% | -8% | -0.1% | / | / | 27%
COc1cc(OC)c(C2=Nc3ccc(Br)cc3C(c3ccccc3)N2CC(=O)NN)cc1OC (configuration not stated) | -1% | -3.2% | 2% | 2.9% | -7% | -0.1% | 2% | -12% | -3%
CCOc1ccc(OCc2ccc(C(=O)N3CCCCC3)o2)cc1 | 6% | / | -2% | -0.3% | -7% | 12% | 7% | -6% | 2%
CC(=O)Nc1cccc(OCC(=O)/C=C2\N(C)c3ccccc3C2(C)C)c1 | 6% | -15% | 2% | 7.0% | 4% | -2.1% | 6% | -19% | 9%
COc1ccc(C2=NN(C(=O)CSc3nc(=O)n4cc(C)ccc4n3)C(c3ccc(C)cc3)C2)cc1 (configuration not stated) | / | / | / | / | / | 13% | 10% | 5% | 16%
O=c1c2[nH]c3cccc(Cl)c3c2ncn1Cc1ccncc1 | 9% | -5.9% | 0% | 0.2% | -5% | 2.4% | 12% | 5% | 3%
COC(=O)N/N=C/c1cc(C)n(-c2ccccc2)c1C | -9% | -6.3% | 0% | -0.1% | -4% | 1.7% | 2% | -14% | 3%
CCN(CC(=O)NCc1cccs1)S(=O)(=O)c1ccc([N+](=O)[O-])cc1 | -2% | -1.9% | 3% | -1.0% | -6% | 0.3% | 10% | -9% | 9%
COCCNC(=O)COC(=O)c1[nH]c(C)c(C(C)=O)c1C | 1% | -1.3% | -1% | -0.5% | -7% | 0.7% | 9% | -6% | 2%
Cc1ccc(OCCNS(=O)(=O)c2cccs2)cc1 | ? | -2.0% | -2% | -0.8% | 0% | 0.4% | 8% | -6% | 7%
CCNC(=O)OCC(CC)NC(=O)OCC(C)C (configuration not stated) | -2% | -12% | -4% | -0.3% | -5% | 2.0% | 6% | -2% | 7%
CCOC(=O)C1(Cc2ccc(O)cc2)NC(c2ccccc2F)C2C(=O)N(C)C(=O)C21 (configuration not stated) | 1% | -0.3% | -1% | -1.9% | -11% | 3.3% | 6% | -7% | 35%
CC(C)COc1ccccc1C(=O)NC(CO)C(=O)O (configuration not stated) | 4% | -8.2% | -3% | -0.2% | -6% | 2.5% | 4% | -2% | 10% | NS5 inhibitors pilot replicate=-1.8
CN1C(C(=O)Nc2ccccn2)=C(O)c2ccccc2S1(=O)=O | 8%&9% | -3.8%&-1.9% | 3%&-2% | -0.1%&-1.0% | 7%&1% | -0.6%&0.8% | 7% | 3% | 3%&13%&15%&-1%
COc1cccc(C(=O)NC2CCN(CC(=O)Nc3nccs3)CC2)c1 | -2% | -2.0% | -1% | -0.3% | -6% | 1.5% | 7% | -2% | -5%
O=C(Nc1ccc2c(c1)CCC2)c1cc(S(=O)(=O)N2CCN(c3ccccc3)CC2)ccc1Cl | 16% | 78% | -6% | 5.9% | 8% | 5.3% | 8% | -11% | 1%
COc1ccccc1C(=O)NNC(=S)NC(=O)c1cccs1 | -21% | / | -9% | 2.8% | -9% | -0.7% | 8% | -2% | 7%
Cc1ccc(-c2cc(C(F)(F)F)c(C#N)c(SCCC#N)n2)o1 | 21% | -3.3% | 9% | 4.2% | -5% | 0.8% | 7% | 0% | 4%
CC(C)CNC(=O)c1cccc(NC(=O)C(C)C)c1 | -12% | -8.8% | 4% | -0.2% | 0% | 1.6% | 4% | -5% | 12%
Nc1c2c(nc3c1CCC3)CCCC2 | 1% | 4.2% | -8% | 0.3% | -3% | -1.1% | / | / | 18%&-6%
N#Cc1ccccc1S(=O)(=O)N1CCN(CC(=O)NC(=O)NC2CCCCC2)CC1 | / | / | / | / | / | -1.2% | 0% | -3% | 0%
COc1ccc(C2/C=C\CN(C(=O)Oc3ccc(C(F)(F)F)cc3)CC(=O)N2Cc2ccc(F)cc2)cc1 (configuration not stated) | 5% | / | 11% | 0.4% | 1% | 0.5% | -1% | 7% | 14%
COc1ccccc1C(=O)NC(=S)/C=C1/N(C)c2ccccc2C1(C)C | -15% | -13% | -4% | 5.4% | -9% | 0.4% | 16% | 7% | 1%
COCCCNC(=S)NNC(=O)c1ccc(C(C)(C)C)cc1 | -55% | / | 4% | -0.3% | -4% | 2.9% | 5% | -4% | 6%
CCN(CC)C(=O)CSc1nc(O)cc(=O)n1CC | -5% | -6.5% | 2% | 4.5% | -4% | 0.3% | -7% | -5% | -3%
Cc1nnc(NC(=O)/C=C/c2ccco2)s1 | 31% | -3.1% | 21% | 44% | -2% | 2.1% | 19% | -7% | 10%
CCN(CC)C(=O)CSc1nnc(-c2ccccn2)n1-c1ccccc1OC | 0% | / | -2% | 1.1% | -8% | -0.8% | -7% | -2% | 35%
CN1C(=O)C(C(=O)NC(C)(C)C)C2c3ccccc3OC13CCCCC23 (configuration not stated) | 6% | -2.6% | 6% | 3.4% | -1% | 0.5% | 5% | -8% | -5%
O=[N+]([O-])c1ccc(N2CCCC2)nc1 | -1% | / | -1% | 0.0% | -6% | / | / | / | 12%
COc1ccc2c(c1)O[C@H]1c3ccc(O)cc3OC[C@@H]21 | / | / | / | / | / | 1.6% | 3% | -4% | 14%
CC1(C)CC2(CCO1)OC(=O)CC2C(=O)NCCc1ccccc1 (configuration not stated) | -2% | -6.1% | -4% | -0.9% | 3% | 1.4% | 1% | -10% | 8%
CCOc1ccc(NC(=O)c2cnsn2)cc1 | 9% | 0.2% | 2% | -1.2% | -9% | -0.3% | 3% | 0% | 3%
CCOC(=O)Cn1nc(NC(=O)c2ccc3c(c2)OCO3)cc1C | 3% | / | 14% | 0.7% | -9% | 1.0% | 2% | 2% | 3%
CCN(CC)C(=O)C1CC(c2ccc(OC)cc2)=NO1 (configuration not stated) | -8% | -5.6% | 0% | -1.2% | -4% | 0.6% | 7% | -4% | 2%
CCOC(=O)Cc1csc(NS(=O)(=O)c2ccc3c4c(cccc24)C(=O)N3CC)n1 | 7% | -5.1% | 3% | -0.5% | -4% | -1.8% | 3% | 12% | 9%
CCOC(=O)NC(NS(=O)(=O)c1ccccc1)(C(=O)OCC)C(F)(F)F (configuration not stated) | 0% | -8.4% | 3% | -2.0% | -1% | 1.0% | 6% | 0% | -67%
COc1cccc(C(=O)NC(=O)Nc2cc(C)on2)c1 | 8% | -3.8% | 6% | -1.4% | -1% | 1.1% | 3% | -7% | 0%
CCOC(=O)c1c(C)[nH]c(C(=O)OCC(=O)N(C)CC(=O)Nc2ccccc2Cl)c1C | / | / | / | / | / | -1.2% | 5% | -4% | 7%
COCCCNC(=O)c1cccc(C(=O)NCCCOC)c1 | -4% | -2.2% | 2% | 0.3% | -5% | 0.3% | -3% | 0% | -2%
COC(=O)Oc1ccc(/C=N/NC(=O)CSCc2ccccc2Br)cc1OC | 2% | -3.5% | -2% | 1.1% | 3% | 1.2% | 3% | 3% | 4%
CNC(=O)CSc1nc2cccnc2n1-c1ccc(F)cc1 | 7% | / | -3% | -0.7% | -5% | 0.5% | 8% | / | -6%
CC(C)(C)c1cc2nc3c(c(=O)n2[nH]1)CN(Cc1ccccc1)C3=O | 13% | / | 0% | -1.4% | -10% | 2.4% | / | / | 14%
O=C(C1CCC1)N1CCN(c2ccc(C(F)(F)F)cc2[N+](=O)[O-])CC1 | 1% | / | 2% | -1.4% | -2% | 1.3% | 6% | 2% | -6%
CCCOc1ccc(C(=O)N2CCN(c3ccc(NC(=O)CC)cc3Cl)CC2)cc1 | 0% | -8.1% | 0% | -1.8% | -10% | 11% | 10% | -8% | 0%
CN1CCN(C(=O)C2=C[C@@H](C(C)(C)C)C[C@@H](OCc3ccc(CO)cc3)O2)CC1 | 3% | -3.6% | -9% | 0.9% | -6% | -0.1% | 3% | -4% | 6%
CCCC(c1nnnn1Cc1ccco1)N1CCN(C2CCCC2)CC1 (configuration not stated) | -4% | 8.8% | 8% | 0.6% | 5% | 1.0% | 5% | 0% | 6%
C=CCn1c(SCc2nc3ccccc3c(=O)[nH]2)nc2scc(C3CC3)c2c1=O | 16% | / | -8% | 3.6% | 2% | 3.3% | -2% | -5% | 17%

Three compounds picked at random from the list so far:
SMILES | AID2073 | XIAP displacement | SIAH1 antagonists | HIV peptide binding | LYP phosphatase | RSV antiviral HEp-2 | Rac1 GTP hydrolysis | NS5 inhibitors | Large T inhibition | others
C=CCn1c(SCc2nc3ccccc3c(=O)[nH]2)nc2scc(C3CC3)c2c1=O | 16% | / | -8% | 3.6% | 2% | 3.3% | -2% | -5% | 17%
COC(=O)Oc1ccc(/C=N/NC(=O)CSCc2ccccc2Br)cc1OC | 2% | -3.5% | -2% | 1.1% | 3% | 1.2% | 3% | 3% | 4%
CNC(=O)CSc1nc2cccnc2n1-c1ccc(F)cc1 | 7% | / | -3% | -0.7% | -5% | 0.5% | 8% | / | -6%

Additional structures.
SMILES | AID2073 | XIAP displacement | SIAH1 antagonists | HIV peptide binding | LYP phosphatase | RSV antiviral HEp-2 | Rac1 GTP hydrolysis | NS5 inhibitors | Large T inhibition | others
COc1ccc(CCNc2nc(-c3sc(C)nc3C)cs2)cc1OC | 0% | -4.6% | 0% | 0.6% | -5% | 0.5% | 12% | -11% | 27%
O=C(COC(=O)c1cccnc1Cl)c1ccccc1 | -1% | -1.6% | 0% | 0.6% | -7% | -0.5% | 12% | -2% | 1%
C=CCNC(=O)c1onc(CSc2cc(C)cc(C)c2)c1C(=O)NCC=C | ? | / | 6% | 1.6% | -1% | 9.9% | 12% | -2% | 19%
Cc1ccc(NC(=O)C(C)OC(=O)c2n[nH]c3ccccc23)cc1 (configuration not stated) | / | / | / | / | / | 2.2% | 8% | 3% | -9%
COC(=O)C1CCN(C(=O)Nc2ccc(OC)cc2)CC1 | -1% | -1.3% | -1% | -2.1% | -8% | 2.1% | -4% | -14% | 0%
Cc1ccc(NC(=S)N2CCN(S(=O)(=O)c3ccccc3)CC2)cc1 | -17% | / | 4% | -0.8% | -9% | 5.9% | 5% | -3% | 14%
CCCCNCC1C(Oc2ccc(Cl)cc2)C(=O)N1c1ccccc1C (configuration not stated) | 18% | -3.4% | -3% | 1.4% | 1% | -0.8% | 3% | -5% | 10%
CS(=O)(=O)NCC(c1cccnc1)N1CCN(c2ccccc2F)CC1 (configuration not stated) | -1% | / | 15% | -1.3% | -10% | -0.9% | 10% | -4% | 9%
COc1cc(NC(=O)Cc2nn(C)c(=O)c3ccccc23)cc(OC)c1OC | 11% | -3.0% | 2% | 2.1% | -11% | -0.3% | -4% | -2% | 11%
Cc1cccc(NS(=O)(=O)c2cccc(C(=O)N3CC(C)OC(C)C3)c2)c1 (configuration not stated) | / | / | / | / | / | -0.4% | 8% | 0% | 10%
CCCCCCOC(=O)CCc1c(C)nc(N)[nH]c1=O | -1% | -6.9% | -3% | 0.0% | -5% | -0.4% | 13% | 7% | 16%

Random draw from the library (roughly 1.7% active in at least one column).
